# STK33 inh – human STK33 kinase inhibition; Q9BYT3; ADP-Glo luminescence, MBP substrate; inhibition, % at 12.5 µM; 0.44% of 27,000 active; AID 2322; in the data active = inhibition above about 20%
# Target sequence (Q9BYT3 whole entry, looked up): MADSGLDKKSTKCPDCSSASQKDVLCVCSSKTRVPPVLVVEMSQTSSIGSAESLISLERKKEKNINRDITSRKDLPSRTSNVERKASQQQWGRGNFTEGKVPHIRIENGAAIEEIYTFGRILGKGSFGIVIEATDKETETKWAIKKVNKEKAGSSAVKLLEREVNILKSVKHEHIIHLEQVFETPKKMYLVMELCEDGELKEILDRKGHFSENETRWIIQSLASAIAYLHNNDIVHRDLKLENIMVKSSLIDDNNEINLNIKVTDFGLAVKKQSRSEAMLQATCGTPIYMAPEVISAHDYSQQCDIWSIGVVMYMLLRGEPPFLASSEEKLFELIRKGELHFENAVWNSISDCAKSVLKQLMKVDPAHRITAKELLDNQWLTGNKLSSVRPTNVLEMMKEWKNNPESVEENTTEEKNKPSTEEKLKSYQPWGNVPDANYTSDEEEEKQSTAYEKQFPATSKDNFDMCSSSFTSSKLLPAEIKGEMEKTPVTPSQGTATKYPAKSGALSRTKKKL
# p53 PUMA act – restores mutant p53 pathway signaling in SW480 cells; SW480 PUMA-promoter luciferase, p53 mutant reactivation; activation, % at 9.98 µM; 1.5% of 28,000 active; AID 624151; in the data active = activation above about 52%
# * = called active by the depositor; nt = no result given.
# Every second line gives: STK33 inh, p53 PUMA act
1) CCc1cccc(CC)c1NC(=O)Cn1cnc2sc(C)c(C)c2c1=O
 : -7.5, -11.8
2) CC1(C)CC[C@]2(C(=O)O)CC[C@]3(C)C(=CCC4[C@@]5(C)CC[C@H](OC6O[C@H](CO)[C@@H](O)[C@H](O[C@@H]7O[C@H](CO)[C@@H](O)[C@H](O)[C@H]7O)[C@H]6O)C(C)(C)C5CC[C@]43C)[C@@H]2C1 (some centres undefined)
 : -3.3, nt
3) COC(=O)c1ccccc1NC(=O)CN1CCN(C)CC1
 : 1.3, 4.3
4) C=C(C(=O)O)C1CCC2(C)CCC(=O)C(C)=C2C1 (centres undefined)
 : -3.0, 5.5
5) Cc1cccc(C=Nc2c(C)n(C)n(-c3ccccc3)c2=O)c1
 : -2.2, nt
6) O=C1c2c(O)cc(O)cc2O[C@@H](c2ccc(O)cc2)[C@@H]1c1c(O)cc(O)c2c(=O)cc(-c3ccc(O)cc3)oc12
 : 6.1, nt
7) COc1ccc(S(=O)(=O)N(C)C[C@@H]2Oc3ccc(NC(=O)C4CC4)cc3C(=O)N([C@@H](C)CO)C[C@H]2C)cc1
 : nt, -11.3
8) Nc1nc(Nc2ccccc2)nc2c1ncn2C1OC(CO)C(O)C1O (centres undefined)
 : nt, -2.2
9) C[C@@H]1CN([C@H](C)CO)C(=O)c2cc(NC(=O)Cc3ccccc3)ccc2O[C@@H](C)CCCCO[C@H]1CN(C)S(=O)(=O)c1cccs1
 : nt, -26.8
10) C[C@@H]1CCCCO[C@@H](CN(C)S(=O)(=O)c2ccc(F)cc2)[C@@H](C)CN([C@H](C)CO)C(=O)c2cc(NC(=O)c3ccncc3)ccc2O1
 : 0.2, 4.6
11) C[C@@H]1CN([C@@H](C)CO)C(=O)c2c(c3ccccc3n2C)-c2ccccc2CO[C@@H]1CN(C)C(=O)Nc1ccc2c(c1)OCO2
 : nt, 0.4
12) Cc1ccc(S(=O)(=O)N(C)C[C@@H]2Oc3ncc(/C=C/c4ccccc4)cc3C(=O)N([C@H](C)CO)C[C@@H]2C)cc1
 : 1.2, nt
13) Cc1ccc(S(=O)(=O)Nc2ccc3c(c2)C(=O)N([C@H](C)CO)C[C@H](C)[C@@H](CN(C)C(=O)Nc2ccc(C(F)(F)F)cc2)OCCCC[C@@H](C)O3)cc1
 : 0.3, nt
14) CC(C)NC(=O)N(C)C[C@H]1Oc2ccc(NC(=O)Cc3cn(C)c4ccccc34)cc2CC(=O)N([C@@H](C)CO)C[C@H]1C
 : 0.2, nt
15) O=C(CN1C(=O)CNC1=O)Nc1cccc(C(F)(F)F)c1
 : -0.8, 4.3

# Reprinted from above for reference:
# Every second line gives: STK33 inh, p53 PUMA act
3) COC(=O)c1ccccc1NC(=O)CN1CCN(C)CC1
 : 1.3, 4.3
4) C=C(C(=O)O)C1CCC2(C)CCC(=O)C(C)=C2C1 (centres undefined)
 : -3.0, 5.5
5) Cc1cccc(C=Nc2c(C)n(C)n(-c3ccccc3)c2=O)c1
 : -2.2, nt
6) O=C1c2c(O)cc(O)cc2O[C@@H](c2ccc(O)cc2)[C@@H]1c1c(O)cc(O)c2c(=O)cc(-c3ccc(O)cc3)oc12
 : 6.1, nt
7) COc1ccc(S(=O)(=O)N(C)C[C@@H]2Oc3ccc(NC(=O)C4CC4)cc3C(=O)N([C@@H](C)CO)C[C@H]2C)cc1
 : nt, -11.3
8) Nc1nc(Nc2ccccc2)nc2c1ncn2C1OC(CO)C(O)C1O (centres undefined)
 : nt, -2.2
9) C[C@@H]1CN([C@H](C)CO)C(=O)c2cc(NC(=O)Cc3ccccc3)ccc2O[C@@H](C)CCCCO[C@H]1CN(C)S(=O)(=O)c1cccs1
 : nt, -26.8
10) C[C@@H]1CCCCO[C@@H](CN(C)S(=O)(=O)c2ccc(F)cc2)[C@@H](C)CN([C@H](C)CO)C(=O)c2cc(NC(=O)c3ccncc3)ccc2O1
 : 0.2, 4.6
11) C[C@@H]1CN([C@@H](C)CO)C(=O)c2c(c3ccccc3n2C)-c2ccccc2CO[C@@H]1CN(C)C(=O)Nc1ccc2c(c1)OCO2
 : nt, 0.4
12) Cc1ccc(S(=O)(=O)N(C)C[C@@H]2Oc3ncc(/C=C/c4ccccc4)cc3C(=O)N([C@H](C)CO)C[C@@H]2C)cc1
 : 1.2, nt
13) Cc1ccc(S(=O)(=O)Nc2ccc3c(c2)C(=O)N([C@H](C)CO)C[C@H](C)[C@@H](CN(C)C(=O)Nc2ccc(C(F)(F)F)cc2)OCCCC[C@@H](C)O3)cc1
 : 0.3, nt
14) CC(C)NC(=O)N(C)C[C@H]1Oc2ccc(NC(=O)Cc3cn(C)c4ccccc34)cc2CC(=O)N([C@@H](C)CO)C[C@H]1C
 : 0.2, nt
15) O=C(CN1C(=O)CNC1=O)Nc1cccc(C(F)(F)F)c1
 : -0.8, 4.3

# Next section.
# Every second line gives: STK33 inh, p53 PUMA act
16) C[C@H]1CCCCO[C@@H](CN(C)C(=O)c2ccccc2)[C@@H](C)CN([C@@H](C)CO)C(=O)c2cc(NS(=O)(=O)c3cn(C)cn3)ccc2O1
 : nt, 7.1
17) COc1ccc(NC(=O)Nc2cccc3c2O[C@@H](CN(C)C(=O)Nc2c(C)noc2C)[C@@H](C)CN([C@@H](C)CO)C3=O)cc1
 : nt, 13.7
18) c1cc(CN2CCCCC2)cc(OCCCNc2nc3ccccc3s2)c1
 : nt, 13.4
19) C[C@@H]1CN([C@H](C)CO)C(=O)Cc2cc(NC(=O)Nc3ccccc3)ccc2O[C@H]1CN(C)C(=O)Nc1ccc(F)cc1
 : 0.9, 12.6
20) Cc1ccc(S(=O)(=O)N(C)C[C@H]2Oc3ccc(NC(=O)Cn4cnnn4)cc3C(=O)N([C@@H](C)CO)C[C@H]2C)cc1
 : 3.4, nt
21) C[C@@H]1CN([C@H](C)CO)C(=O)c2cc(C3=CCCC3)cnc2O[C@H]1CN(C)C(=O)CN1CCOCC1
 : nt, 6.7
22) CCOc1ccccc1NC(=O)C(C)N1c2cccc3cccc(c23)S1(=O)=O (centres undefined)
 : -1.2, -8.7
23) Cc1ccc(NC(=O)c2ccc(OCC(=O)Nc3ccc(Oc4ccccc4)cc3)cc2)c(C)c1
 : 0.3, -3.4
24) C[C@@H]1CN([C@H](C)CO)C(=O)c2cc(NC(=O)CCC(F)(F)F)ccc2O[C@H]1CN(C)S(=O)(=O)c1ccc(F)cc1
 : 1.4, nt
25) C[C@H]1CN([C@@H](C)CO)C(=O)c2cccc(NS(C)(=O)=O)c2O[C@@H]1CN(C)C
 : nt, 5.2
26) COc1ccc(C(=O)NCCCN2CCCC2=O)cc1[N+](=O)[O-]
 : 0.8, -3.1
27) C[C@@H]1CN([C@H](C)CO)C(=O)c2cc(C#CCc3ccccc3)cnc2O[C@H]1CN(C)Cc1ccccn1
 : nt, 3.6
28) C[C@H]1CN([C@@H](C)CO)C(=O)Cc2cc(NC(=O)CCN3CCOCC3)ccc2O[C@H]1CN(C)Cc1ccc(-c2ccccc2)cc1
 : -3.6, -2.3
29) C[C@@H]1CN([C@H](C)CO)C(=O)Cc2cc(NS(C)(=O)=O)ccc2O[C@@H]1CN(C)CC1CC1
 : -1.8, 2.9
30) C[C@@H]1CN([C@@H](C)CO)C(=O)c2cc(NC(=O)Nc3ccc4c(c3)OCO4)ccc2O[C@H]1CN(C)Cc1ccc(C(=O)O)cc1
 : nt, 11.0

# Among those listed so far, these have a thiophene ring, fused or not.
# Every second line gives: STK33 inh, p53 PUMA act
1) CCc1cccc(CC)c1NC(=O)Cn1cnc2sc(C)c(C)c2c1=O
 : -7.5, -11.8
9) C[C@@H]1CN([C@H](C)CO)C(=O)c2cc(NC(=O)Cc3ccccc3)ccc2O[C@@H](C)CCCCO[C@H]1CN(C)S(=O)(=O)c1cccs1
 : nt, -26.8

# (list continues)
# Every second line gives: STK33 inh, p53 PUMA act
31) CC(C)OC(=O)CSc1nnc(-c2cnccn2)n1-c1ccccc1
 : 0.3, -1.0
32) COc1ccc(OC)c(NC(=O)COc2ccc3c(=O)c(Oc4ccccc4Br)coc3c2)c1
 : 0.4, -69.8
33) C[C@@H]1CN([C@@H](C)CO)C(=O)c2cc(C3=CCCC3)cnc2O[C@H]1CN(C)C(=O)c1cccnc1
 : nt, -5.1
34) Cc1ncc([N+](=O)[O-])n1CC(=O)Nc1ccc(F)c(Cl)c1
 : -3.5, -8.3
35) C[C@H](CO)N1C[C@H](C)[C@H](CN(C)C(=O)Nc2ccc(F)cc2)Oc2ccc(NC(=O)C3CC3)cc2CC1=O
 : 0.9, 9.9
36) CCc1nnc(SCC(=O)Nc2cccc([N+](=O)[O-])c2)o1
 : 0.8, -3.6
37) C[C@H]1CN([C@@H](C)CO)C(=O)c2ccccc2-c2ccccc2CO[C@@H]1CN(C)Cc1cccc(C(=O)O)c1
 : nt, 5.9
38) C[C@H](CO)N1C[C@H](C)[C@H](CN(C)CC2CCOCC2)Oc2ncc(-c3ccc(F)cc3)cc2C1=O
 : nt, 6.7
39) COC(=O)N(C)C[C@@H]1OCc2cn(nn2)CCCC(=O)N([C@H](C)CO)C[C@@H]1C
 : 5.3, 5.2
40) COc1ccccc1N1C(=O)CC(SCC(=O)Nc2ccc(F)cc2)C1=O (centres undefined)
 : -2.7, 5.7
41) C/C=C/c1ccc2c(c1)O[C@H](CN(C)C(=O)COC)[C@@H](C)CN([C@H](C)CO)S2(=O)=O
 : nt, 11.1
42) C[C@@H]1CCCCO[C@@H](CN(C)C(=O)Nc2ccccc2)[C@@H](C)CN([C@@H](C)CO)C(=O)c2cc(NC(=O)C3CCCCC3)ccc2O1
 : nt, 10.0
43) C[C@H](CO)N1C[C@H](C)[C@H](CN(C)C(=O)Nc2ccc(F)cc2)Oc2ccc(NS(=O)(=O)c3ccccc3)cc2CC1=O
 : 0.2, nt
44) C[C@H](CO)N1C[C@H](C)[C@H](CN(C)C(=O)Nc2cccc3ccccc23)Oc2ncc(Br)cc2C1=O
 : -3.7, -23.2
45) C[C@]12CCC(=O)C=C1CCC1C2C(=O)C[C@@]2(C)C1CC[C@]2(O)C(=O)CO (some centres undefined)
 : 0.5, 13.7

# Continuation:
# Every second line gives: STK33 inh, p53 PUMA act
46) COc1cc(CCc2ccc3c(c2)OCO3)oc(=O)c1
 : -8.2, nt
47) COc1ccccc1C#Cc1ccc2c(c1)O[C@H](CN(C)Cc1cccnc1)[C@@H](C)CN([C@@H](C)CO)S2(=O)=O
 : nt, -55.5
48) O=C(CSc1n[nH]c(-c2ccccc2Cl)n1)NC1CCCCC1
 : 0.0, 14.7
49) CCN(CC)S(=O)(=O)c1ccc(C(=O)Nc2ccc3c(c2)OC(C)(C)O3)cc1
 : 0.0, nt
50) N#Cc1cc2c(nc1SCC(=O)Nc1cccc(F)c1)CCCCC2
 : 6.8, 19.6
51) CC(C)NC(=O)Nc1ccc2c(c1)C(=O)N([C@@H](C)CO)C[C@@H](C)[C@H](CN(C)C(=O)Cc1ccccc1)OCCCC[C@@H](C)O2
 : nt, -4.3
52) COc1ccc([Si](C)(C)[C@H]2[C@H](CCO)O[C@@]3(C(=O)N(Cc4cccc(NC(=O)[C@H](C)O)c4)c4ccccc43)[C@@H]2C)cc1
 : 3.9, nt
53) CC(C)(C)n1nc(-c2ccc(Cl)cc2)c2c(N)ncnc21
 : 13.4, -9.4
54) C[C@H](CO)N1C[C@H](C)[C@@H](CN(C)S(C)(=O)=O)Oc2c(NC(=O)Nc3ccc(C(F)(F)F)cc3)cccc2C1=O
 : -1.3, nt

# This is a subset (hit frequency here may not be typical).
